Screening data deposited in PubChem BioAssay by several laboratories.
TROY NFkB inh: inhibitors of TROY-driven NF-kB signaling, primary screen, Q293 LMP1-TROYcd cells, NF-kB luciferase, uHTS; Q293 LMP1-TROYcd NF-kB luciferase reporter, 4 h; inhibition, % at 10 µM; 0.98% of 360,000 active;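 active = compounds whose plate-normalised and pattern-corrected inhibition of the luciferase reporter signal at the single screening dose is 50% or more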
Peg3 promoter: Peg3 promoter-driven luciferase inhibitors, primary screen, cell-based, HeLa, luciferase luminescence; HeLa PEG-Prom luciferase reporter, overnight; inhibition, % at 20 µM; 1.7% of 360,000 active; AID 588405, 2011;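 active = inhibition of at least 50% at 20 µM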
KKLEB cytotox: cytotoxicity in KKLEB CF airway cells, primary screen, cytotoxicity control for CF NF-kB inhibitor project, cell-based, uHTS, fluorescence assay plates; 0.36% of 360,000 active; activity change (cytotoxicity), % at 5 µM; KKLEB CF airway cells viability, ATPlite luminescence, overnight; stronger effect = lower value; cells stimulated with P. aeruginosa culture filtrate;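 active = corrected activity change at or below -50% at 5 µM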
HIF-2a inh: HIF-2a reporter inhibitors, primary screen, luminescence, 786-0 RCC cells. 786-0 RCC cells HIF-2a reporter, luciferase luminescence, overnight. 0.72% of 360,000 active. inhibition, % at 18.8 µM;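 active = inhibition of the luminescence signal of 40% or more relative to plate controls, in a single-dose primary screen at 18.75 µM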
Shn3 inh set2: reduction of Shn3 3'UTR firefly luciferase signal, primary screen, Schnurri-3 inhibitor project, cell-based, Clone20 osteoblasts, set 2; Clone20 osteoblast Shn3 3'UTR firefly luciferase, 24 h; inhibition, % at 12.5 µM; 0.52% of 360,000 active;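 active = mean inhibition of at least 75% with every replicate also reaching 75%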;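 also: 0% = median of neutral control wells and 100% = pilot-screen positive control compound; some compounds past the cut are filed as inactive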
CF NFkB block: inhibitors of PAF-induced NF-kB signaling, primary screen, cell-based, GFP fluorescence, uHTS; KKLEB NF-kB-GFP reporter, GFP fluorescence overnight; inhibition, % at 5 µM; 0.86% of 360,000 active; AID 588850, 2011;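 active = at least 50% inhibition at 5 µM, scaled per plate between neutral and stimulator controls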;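 also: PAF is a Pseudomonas aeruginosa culture filtrate used as stimulus; plate controls were PAF-stimulated DMSO wells for no effect and unstimulated DMSO wells for full effect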
TRAIL sens C8: viability loss with TRAIL in NB7+C8 cells, primary screen, TRAIL sensitizer project, cell-based, ATPlite luminescence | inhibition (viability loss, TRAIL sensitization), % at 10 µM | 1% of 360,000 active | AID 624354, 2012;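 active = compounds causing at least 50% loss of cell viability in the single-dose screen, relative to plate controls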
NR2E3 ag-1: inhibitors of NR2E3-RetCOR corepressor binding, primary screen, NR2E3 agonist project, biochemical, TR-FRET, GST-NR2E3, biotin-RetCOR; Photoreceptor-specific nuclear receptor (Homo sapiens), Q9Y5X4; 1536-well; inhibition of corepressor binding, % at 4.78 µM; 0.12% of 320,000 active; AID 2300, 2010;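 active = percent inhibition above the cutoff of mean plus 3 SD of all tested compounds, set per screening campaign, cut at about 20% in these data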;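 also: 0% = DMSO wells and 100% = biotin wells as full block of FRET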
Target sequence (Q9Y5X4 whole entry, looked up): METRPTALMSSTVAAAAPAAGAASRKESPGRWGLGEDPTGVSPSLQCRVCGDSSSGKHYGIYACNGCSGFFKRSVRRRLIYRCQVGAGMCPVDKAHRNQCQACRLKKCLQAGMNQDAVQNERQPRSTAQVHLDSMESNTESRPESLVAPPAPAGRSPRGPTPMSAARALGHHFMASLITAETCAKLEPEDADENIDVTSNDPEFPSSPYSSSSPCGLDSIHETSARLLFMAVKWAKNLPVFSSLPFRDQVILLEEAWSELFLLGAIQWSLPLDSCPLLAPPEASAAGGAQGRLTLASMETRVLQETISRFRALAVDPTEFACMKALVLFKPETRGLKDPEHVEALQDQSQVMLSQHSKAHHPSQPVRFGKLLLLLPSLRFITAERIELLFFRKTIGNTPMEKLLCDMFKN
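Material – GST-tagged NR2E3 plus biotinylated RetCOR corepressor · Quantity – NR2E3 fusion 1.35 nM · Times – 5 h incubation at 4 °C · Medium – pH 7.5 Tris-based buffer · Technique – TR-FRET, Eu(K)-anti-GST donor, streptavidin-D2 acceptor, ex 340, em 617/671 nm · Benchmarks – high control biotin, low control 0.6% DMSO · Format – 1536-well plates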
TWEAK Fn14 block: inhibitors of TWEAK-Fn14 signaling, primary screen, luciferase reporter cells, uHTS; 2% of 360,000 active; inhibition, % at 10 µM; TWEAK-stimulated Fn14 reporter cells, luciferase luminescence, 8 h; in the data active = inhibition above about 50%
MITF TRPM1 inh: inhibitors of MITF-dependent TRPM1 promoter reporter, primary screen, cell-based, SK-MEL-5, single point, luciferase | SK-MEL-5 TRPM1 promoter luciferase, 24 h | inhibition, % at 12.5 µM | 0.83% of 330,000 active;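 active = mean inhibition across replicates of 60% or more, whatever share of single replicates reaches that level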; also: values of inactives mirror those of a sister screen read the other way
NR2E3 ag-2: NR2E3 agonists in two-hybrid cells, primary screen, cell-based, luminescence, CHO-S, Gal4-NCOR/VP16-NR2E3; Photoreceptor-specific nuclear receptor (Homo sapiens), Q9Y5X4; luciferase; inhibition of corepressor binding, % at 3.98 µM; 0.35% of 360,000 active; AID 602229, 2012;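 active = inhibition above the mean of all tested compounds plus 3 SD, cut at about 70% in these data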;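 also: 0% = DMSO with NR2E3 transfected cells and 100% = cells lacking NR2E3 construct; higher means lower luciferase signal from less NR2E3 corepressor binding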
* hit, by the source's call.

Results for N=C1C(=O)OCC1c1ccccc1NC(=O)Nc1ccccc1 (stereo not drawn) ?
TROY NFkB inh: 12; Peg3 promoter: 16; KKLEB cytotox: 4; HIF-2a inh: 7; Shn3 inh set2: 3; CF NFkB block: -12; TRAIL sens C8: -7; NR2E3 ag-1: 1; TWEAK Fn14 block: 9; MITF TRPM1 inh: 15; NR2E3 ag-2: -38

What do the screens show for `O=C(Nc1ccc(S(=O)(=O)Nc2ccccc2)cc1)C1CC1`?
TROY NFkB inh: 26; Peg3 promoter: 2; KKLEB cytotox: -4; HIF-2a inh: 15; Shn3 inh set2: 27; CF NFkB block: 13; TRAIL sens C8: 5; TWEAK Fn14 block: 5; MITF TRPM1 inh: 2; NR2E3 ag-2: 2

Results for CN1CCc2c(sc3c2C(=O)NC(c2ccc4c(c2)OCO4)N3)C1 (stereo not drawn) ?
TROY NFkB inh: -2; Peg3 promoter: -2; KKLEB cytotox: 3; HIF-2a inh: -75; Shn3 inh set2: -24; CF NFkB block: 5; TRAIL sens C8: 1; NR2E3 ag-1: 2; TWEAK Fn14 block: 5; MITF TRPM1 inh: -21; NR2E3 ag-2: 20

Results for CCN(Cc1ccccc1)S(=O)(=O)c1ccc(C(=O)Nc2nnc(C)o2)cc1 ?
TROY NFkB inh: 3; Peg3 promoter: 23; KKLEB cytotox: 4; HIF-2a inh: 20; Shn3 inh set2: 2; CF NFkB block: -22; TRAIL sens C8: 17; NR2E3 ag-1: 2; TWEAK Fn14 block: 0; MITF TRPM1 inh: 13; NR2E3 ag-2: 11

Results for CCOC(=O)C(NC(=O)CC)(Nc1ccc(S(=O)(=O)Nc2onc(C)c2C)cc1)C(F)(F)F (stereo not drawn) ?
TROY NFkB inh: 12; Peg3 promoter: -3; KKLEB cytotox: 1; HIF-2a inh: 9; Shn3 inh set2: -23; CF NFkB block: 18; TRAIL sens C8: 17; NR2E3 ag-1: -2; TWEAK Fn14 block: 9; MITF TRPM1 inh: 0; NR2E3 ag-2: -19

How did O=C(NNS(=O)(=O)c1ccccc1)c1ccncc1 do in these assays?
TROY NFkB inh: -5; Peg3 promoter: 10; KKLEB cytotox: -16; HIF-2a inh: 13; Shn3 inh set2: -10; CF NFkB block: -8; TRAIL sens C8: 16; NR2E3 ag-1: 2; TWEAK Fn14 block: 15; MITF TRPM1 inh: -19; NR2E3 ag-2: -5

How did Nn1c(SCc2cc([N+](=O)[O-])cc3c2OCOC3)nnc1-c1ccccn1 do in these assays?
TROY NFkB inh: 3; Peg3 promoter: 20; KKLEB cytotox: 7; HIF-2a inh: 10; Shn3 inh set2: 12; CF NFkB block: 4; TRAIL sens C8: 8; NR2E3 ag-1: -3; TWEAK Fn14 block: -1; MITF TRPM1 inh: 10; NR2E3 ag-2: -15

What do the screens show for `COc1cccc(-c2c(NC(=O)c3ccco3)n(-c3ccc(C)cc3)nc(C)c2=O)c1`?
TROY NFkB inh: -16; Peg3 promoter: 25; KKLEB cytotox: 3; HIF-2a inh: 10; Shn3 inh set2: -11; CF NFkB block: -9; TRAIL sens C8: 10; NR2E3 ag-1: 2; TWEAK Fn14 block: 0; MITF TRPM1 inh: 14; NR2E3 ag-2: 17

What do the screens show for `O=C(COC(=O)c1cncc(Br)c1)NCC12CC3CC(CC(C3)C1)C2`?
TROY NFkB inh: -13; Peg3 promoter: -4; KKLEB cytotox: 12; HIF-2a inh: 3; Shn3 inh set2: 0; CF NFkB block: -19; TRAIL sens C8: 15; TWEAK Fn14 block: -31; MITF TRPM1 inh: -6; NR2E3 ag-2: -7

Results for CCOc1cc(C(=O)Nc2ccc3c4c(cccc24)C(=O)N3CC)cc(OCC)c1OCC ?
TROY NFkB inh: 7; Peg3 promoter: -8; KKLEB cytotox: -1; HIF-2a inh: 4; Shn3 inh set2: 11; CF NFkB block: -15; TRAIL sens C8: 15; NR2E3 ag-1: -2; TWEAK Fn14 block: -4; MITF TRPM1 inh: 18; NR2E3 ag-2: -5

How did O=C(NCCCN1CCCC1=O)c1cccc(S(=O)(=O)Nc2ccccc2Cl)c1 do in these assays?
TROY NFkB inh: -7; Peg3 promoter: 20; KKLEB cytotox: 6; HIF-2a inh: -6; Shn3 inh set2: -5; CF NFkB block: 6; TRAIL sens C8: 15; NR2E3 ag-1: 2; TWEAK Fn14 block: -3; MITF TRPM1 inh: 8; NR2E3 ag-2: -8

What do the screens show for `CNc1nc2[nH]c(=O)c3c(c2s1)OC(N)=C(C#N)C3c1cccc(F)c1` (stereo not drawn)?
TROY NFkB inh: 18; Peg3 promoter: 2; KKLEB cytotox: 3; HIF-2a inh: -6; Shn3 inh set2: -19; CF NFkB block: -2; TRAIL sens C8: -13; NR2E3 ag-1: -2; TWEAK Fn14 block: -7; MITF TRPM1 inh: -1; NR2E3 ag-2: -5

What do the screens show for `Cc1ccc(NC(=O)CN(C)Cc2nc3ccccc3c(=O)[nH]2)c(Br)c1`?
TROY NFkB inh: -19; Peg3 promoter: 3; KKLEB cytotox: 0; HIF-2a inh: 16; Shn3 inh set2: 14; CF NFkB block: 0; TRAIL sens C8: -8; NR2E3 ag-1: 1; TWEAK Fn14 block: -5; MITF TRPM1 inh: 0; NR2E3 ag-2: -3

What do the screens show for `CCCCN(C)CCCNC(=O)c1cn(CC)c2ccc(S(=O)(=O)N3CCOCC3)cc2c1=O`?
TROY NFkB inh: 6; Peg3 promoter: 1; KKLEB cytotox: -4; HIF-2a inh: 8; Shn3 inh set2: -12; CF NFkB block: -5; TRAIL sens C8: -23; NR2E3 ag-1: 2; TWEAK Fn14 block: 4; MITF TRPM1 inh: -11; NR2E3 ag-2: 0

How did NC(=O)Cc1ccc(C(=O)c2ccc(Cl)cc2)s1 do in these assays?
TROY NFkB inh: -20; Peg3 promoter: -100; KKLEB cytotox: -2; HIF-2a inh: -112; Shn3 inh set2: -17; CF NFkB block: 6; TRAIL sens C8: -1; NR2E3 ag-1: 0; TWEAK Fn14 block: -24; MITF TRPM1 inh: -9; NR2E3 ag-2: -36

How did CCOC(=O)Cc1csc(/N=C/c2c(O)n(-c3ccc(C)cc3C)c(=O)c3ccccc23)n1 do in these assays?
TROY NFkB inh: 5; Peg3 promoter: 22; KKLEB cytotox: 6; HIF-2a inh: 21; Shn3 inh set2: -10; CF NFkB block: -3; TRAIL sens C8: -2; NR2E3 ag-1: 1; TWEAK Fn14 block: 7; MITF TRPM1 inh: 3; NR2E3 ag-2: -1

How did CC(Sc1nnc(NC(=O)c2cc3ccccc3oc2=O)s1)c1ccccc1 (stereo not drawn) do in these assays?
TROY NFkB inh: 1; Peg3 promoter: 31; KKLEB cytotox: -17; HIF-2a inh: 5; Shn3 inh set2: -5; CF NFkB block: 21; TRAIL sens C8: -17; NR2E3 ag-1: 2; TWEAK Fn14 block: -27; NR2E3 ag-2: -34

What do the screens show for `Cc1onc(-c2ccccc2)c1C(=O)NC(=S)NNC(=O)c1ccco1`?
TROY NFkB inh: -12; Peg3 promoter: 19; KKLEB cytotox: 1; HIF-2a inh: 22; Shn3 inh set2: 4; CF NFkB block: 6; TRAIL sens C8: -5; NR2E3 ag-1: 5; TWEAK Fn14 block: 9; MITF TRPM1 inh: 3; NR2E3 ag-2: -2

How did CCc1ccccc1OCCCN1CCCC1 do in these assays?
TROY NFkB inh: -3; Peg3 promoter: 9; KKLEB cytotox: 5; HIF-2a inh: 20; Shn3 inh set2: -10; CF NFkB block: -26; TRAIL sens C8: -9; NR2E3 ag-1: -3; TWEAK Fn14 block: 59*; MITF TRPM1 inh: -7; NR2E3 ag-2: 6

What do the screens show for `CCOC(=O)C1CCN(c2nc(-c3ccc(C)cc3)nc3ccccc23)CC1`?
TROY NFkB inh: -4; Peg3 promoter: 30; KKLEB cytotox: -14; HIF-2a inh: 25; Shn3 inh set2: 16; CF NFkB block: 10; TRAIL sens C8: -3; NR2E3 ag-1: 1; TWEAK Fn14 block: 10; MITF TRPM1 inh: 2; NR2E3 ag-2: -21

Results for CSc1cccc(CN2CCC(CCC(=O)NC3CC3)CC2)c1 ?
TROY NFkB inh: 13; Peg3 promoter: 12; KKLEB cytotox: 10; HIF-2a inh: 18; Shn3 inh set2: -17; CF NFkB block: 10; TRAIL sens C8: 0; NR2E3 ag-1: 0; TWEAK Fn14 block: -3; MITF TRPM1 inh: 4; NR2E3 ag-2: 2

What do the screens show for `O=C(NCC(c1cccs1)N1CCOCC1)c1ccccc1NS(=O)(=O)c1ccc(Cl)c([N+](=O)[O-])c1` (stereo not drawn)?
TROY NFkB inh: 41; Peg3 promoter: 19; KKLEB cytotox: 7; HIF-2a inh: -2; Shn3 inh set2: 11; CF NFkB block: 28; TRAIL sens C8: 1; NR2E3 ag-1: 0; TWEAK Fn14 block: 27; MITF TRPM1 inh: -8; NR2E3 ag-2: 17

Results for Nc1[nH]c(C(=O)c2ccccc2)c(-c2cccc3ccccc23)c1C(=O)NCc1ccccc1 ?
TROY NFkB inh: 14; HIF-2a inh: 2; TRAIL sens C8: 3; TWEAK Fn14 block: 25; NR2E3 ag-2: -22

Results for Cn1c(C(=O)N2CCN(c3ccc(F)cc3)CC2)cc2ccccc21 ?
TROY NFkB inh: -24; Peg3 promoter: 12; KKLEB cytotox: -8; HIF-2a inh: -10; Shn3 inh set2: 12; CF NFkB block: 15; TRAIL sens C8: 12; NR2E3 ag-1: 2; TWEAK Fn14 block: 13; MITF TRPM1 inh: 8; NR2E3 ag-2: -16

How did O=C(/C=C/c1ccccc1)OCC(=O)N1CCCC1 do in these assays?
TROY NFkB inh: -29; Peg3 promoter: -54; KKLEB cytotox: 14; HIF-2a inh: -56; Shn3 inh set2: -14; CF NFkB block: -7; TRAIL sens C8: 10; NR2E3 ag-1: -2; TWEAK Fn14 block: 14; MITF TRPM1 inh: -5; NR2E3 ag-2: -2

Results for C=C1CC(C(=O)N/N=C/c2ccc(O)cc2)C1 ?
TROY NFkB inh: -41; Peg3 promoter: -108; KKLEB cytotox: 18; HIF-2a inh: -23; Shn3 inh set2: -5; CF NFkB block: -16; TRAIL sens C8: -13; NR2E3 ag-1: 2; TWEAK Fn14 block: 7; MITF TRPM1 inh: 1; NR2E3 ag-2: -11

An excerpt (hit frequency here may not be typical).
